# PAFAH1B2 inh – PAFAH1B2 enzyme inhibitors, primary screen, biochemical, fluorescence polarization, human. Platelet-activating factor acetylhydrolase IB subunit alpha2 (Homo sapiens), P68402. recombinant PAFAH1B2, FP-rhodamine activity probe. inhibition, % at 3.39 µM. 340,000 tested, 1.2% active;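 active means inhibition above the mean of all tested compounds plus 3 SD, cut at about 24% in these data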;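 further: 0% = enzyme with DMSO and 100% = wells lacking PAFAH1B2; many of its hits are not listed in these tables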
# PAFAH1B3 FP inh – PAFAH1B3 enzyme inhibitors, primary screen, biochemical, fluorescence polarization, human; 340,000 tested, 0.28% active; recombinant PAFAH1B3, FP-rhodamine probe; AID 492972, 2010; inhibition, % at 3.39 µM; Platelet-activating factor acetylhydrolase IB subunit alpha1 (Homo sapiens), Q15102;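 active means inhibition above the screen-wide average of all tested compounds plus 3 SD, cut at about 25% in these data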;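 further: 0% = enzyme with DMSO only and 100% = wells lacking PAFAH1B3 protein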
# GSTO1 counter – inhibitors of recombinant GSTO1, primary screen, counter-screen for RBBP9 inhibitor project, biochemical, fluorescence polarization | inhibition, % at 5.96 µM | activity-based probe fluorescence polarization | Glutathione S-transferase omega-1 (Homo sapiens), P78417 | 300,000 tested, 1.1% active;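 active means inhibition above the campaign mean inhibition plus 3 SD, cut at about 35% in these data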;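 further: 0% = GSTO1-1 with DMSO and 100% = wells lacking GSTO1-1 enzyme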
# PREPL inhibitor – PREPL enzyme inhibitors, primary screen, biochemical, fluorescence polarization | AID 2751, 2010 | recombinant PREPL, fluorescence polarization activity-based probe | 320,000 tested, 0.68% active | Prolyl endopeptidase-like (Homo sapiens), Q4J6C6 | inhibition, % at 5.96 µM; in the data active means inhibition above about 43%;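 further: 0% = enzyme with DMSO and 100% = wells lacking enzyme; many of its hits are not listed in these tables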
# PAFAH2 inh – PAFAH2 enzyme inhibitors, primary screen, biochemical, fluorescence polarization, human; recombinant PAFAH2, FP-rhodamine activity probe; inhibition, % at 3.39 µM; 340,000 tested, 0.99% active; AID 492956, 2010; Platelet-activating factor acetylhydrolase 2, cytoplasmic (Homo sapiens), Q99487;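 active means inhibition above the mean over all tested compounds plus 3 SD, cut at about 30% in these data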;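 further: inhibitors block probe labeling of enzyme so polarization drops; 0% = enzyme with DMSO and 100% = wells lacking PAFAH2 protein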
# LYPLA1 counter – LYPLA1 inhibitors, primary screen, counter-screen for PME1 inhibitor project, biochemical, fluorescence polarization, FP-Rh probe ABPP | AID 2174, 2009 | 320,000 tested, 0.16% active | recombinant LYPLA1 | inhibition, % at 5.9 µM;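 active means inhibition above the mean of all tested compounds plus 3 SD, set per campaign, cut at about 14% in these data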;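 further: inhibitors block serine hydrolase probe labeling of LYPLA1 so polarization falls; 0% = enzyme with DMSO and 100% = wells lacking LYPLA1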
# LYPLA2 inh – LYPLA2 inhibitors, primary screen, counter-screen for PME1 inhibitor project, biochemical, fluorescence polarization, FP-Rh probe ABPP | Acyl-protein thioesterase 2 (Homo sapiens), O95372 | recombinant LYPLA2 | inhibition, % at 5.9 µM | 320,000 tested, 0.38% active;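 active means inhibition above the screen-wide mean plus 3 SD, limit set per campaign, cut at about 26% in these data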;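 further: 0% = LYPLA2 with DMSO and 100% = wells lacking LYPLA2 enzyme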
# pPAFAH inh – pPAFAH enzyme inhibitors, primary screen, biochemical, fluorescence polarization, human; 330,000 tested, 1.5% active; inhibition, % at 3.39 µM; AID 463082, 2010; recombinant pPAFAH, FP-rhodamine probe fluorescence polarization;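 active means inhibition above the mean inhibition across the screen plus 3 SD, cut at about 25% in these data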;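 further: inhibitors block binding of the rhodamine activity-based probe so polarization drops; 0% = enzyme with DMSO and 100% = wells lacking pPAFAH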
# Target sequence (Q13093 whole entry, looked up): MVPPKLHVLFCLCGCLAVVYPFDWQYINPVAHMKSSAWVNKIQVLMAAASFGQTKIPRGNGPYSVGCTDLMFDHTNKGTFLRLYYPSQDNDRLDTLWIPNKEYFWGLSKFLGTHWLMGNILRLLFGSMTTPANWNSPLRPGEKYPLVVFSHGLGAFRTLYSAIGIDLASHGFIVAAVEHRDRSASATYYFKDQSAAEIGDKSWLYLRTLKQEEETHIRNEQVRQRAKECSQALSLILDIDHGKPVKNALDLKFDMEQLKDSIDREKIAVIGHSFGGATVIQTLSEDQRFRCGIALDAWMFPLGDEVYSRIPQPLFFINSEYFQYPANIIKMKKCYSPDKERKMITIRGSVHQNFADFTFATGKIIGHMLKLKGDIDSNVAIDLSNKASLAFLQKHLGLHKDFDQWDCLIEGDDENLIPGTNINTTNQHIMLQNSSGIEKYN
# PAD4 inh – human PAD4 inhibitors, primary screen, biochemical, fluorescence polarization, 1536-well format; Protein-arginine deiminase type-4 (Homo sapiens), Q9UM07; recombinant PAD4, RCA probe fluorescence polarization; inhibition, % at 6.36 µM; 330,000 tested, 0.41% active; AID 485272, 2010;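 active means percent inhibition above a cutoff equal to the mean of all tested compounds plus 3 SD, cut at about 15% in these data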;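 further: 0% = PAD4 with RCA probe and DMSO and 100% = probe without PAD4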
# Target sequence (Q9UM07 whole entry, looked up): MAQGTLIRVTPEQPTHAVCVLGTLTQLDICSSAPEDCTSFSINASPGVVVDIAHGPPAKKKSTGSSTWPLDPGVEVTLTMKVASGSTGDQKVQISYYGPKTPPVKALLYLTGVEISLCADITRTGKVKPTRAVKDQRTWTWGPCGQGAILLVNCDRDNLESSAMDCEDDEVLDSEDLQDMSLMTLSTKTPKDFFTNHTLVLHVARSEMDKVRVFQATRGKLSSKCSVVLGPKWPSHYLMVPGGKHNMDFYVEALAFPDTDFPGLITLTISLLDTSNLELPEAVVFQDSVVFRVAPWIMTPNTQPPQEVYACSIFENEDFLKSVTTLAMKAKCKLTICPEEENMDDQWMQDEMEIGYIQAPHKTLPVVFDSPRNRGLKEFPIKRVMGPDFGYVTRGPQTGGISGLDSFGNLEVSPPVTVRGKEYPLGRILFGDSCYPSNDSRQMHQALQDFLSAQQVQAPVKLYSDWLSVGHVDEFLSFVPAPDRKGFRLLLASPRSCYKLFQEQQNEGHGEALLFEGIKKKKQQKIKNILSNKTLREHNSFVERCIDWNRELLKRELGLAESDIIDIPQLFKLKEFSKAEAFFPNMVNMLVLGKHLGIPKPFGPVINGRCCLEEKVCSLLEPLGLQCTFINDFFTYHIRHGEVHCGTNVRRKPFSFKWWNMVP
# * marks the source's active call; other numbers are inactive results; . = not tested or not shown. Only part of the results is shown; the hit share may differ from the screen's.
SMILES,PAFAH1B2 inh,PAFAH1B3 FP inh,GSTO1 counter,PREPL inhibitor,PAFAH2 inh,LYPLA1 counter,LYPLA2 inh,pPAFAH inh,PAD4 inh
Cn1c(=O)c2ncn(CC(=O)N/N=C/c3ccco3)c2n(C)c1=O,-2,6,0,8,2,-1,-1,2,0
Cc1ccnc(N2CCCC(C(=O)Nc3ccc(C)c(C)c3)C2)n1 (centres undefined),-1,-8,3,-6,1,-1,-6,0,-4
CCCS(=O)(=O)n1nc(-c2ccccc2)cc1N,3,0,0,-1,12,1,7,1,-2
CC1CN(S(=O)(=O)c2cccc(C(=O)NCCc3ccc(S(N)(=O)=O)cc3)c2)CC(C)O1 (centres undefined),2,9,.,-7,-3,.,.,-1,4
O=C(Nc1cccc(NC(=O)C2CC2)n1)C1CC1,-1,-2,5,13,-1,4,9,0,-4
N#Cc1nc(-c2ccc(F)cc2)oc1N1CCCCC1,7,14,-2,-3,-6,3,-2,4,-6
COC(=O)COc1ccc(Oc2nc(SC)nc(N(C)C)n2)nn1,4,6,3,4,-2,-1,6,3,-2
CCCCN=C1NC(=O)C(CC(=O)Nc2ccc(Cl)cc2)S1 (centres undefined),15,8,16,14,11,2,2,1,0
CCN(CC)c1nc(N(CC)CC)[nH]c(=O)n1,0,-3,1,7,-4,6,3,6,-2
COC(=O)Nc1ccc(S(=O)(=O)N(CCO)CC(F)(F)C(F)F)cc1,6,-1,5,-5,-2,-3,-1,3,-4
COP(=O)(OC)c1nc(-c2ccccc2)oc1N1CCOCC1,3,-2,1,4,6,-3,9,-1,4
CCCN1CCN(C(=O)CCCNC(=O)c2ccc(Cl)cc2)CC1,1,9,4,-13,11,0,-4,-6,4
Cc1ccc(CNC(=O)c2ccccc2CCc2ccccc2)cc1,13,0,-9,-93,-1,-6,0,6,2
Cc1cccc(C)c1NC(=O)CCCSc1nnc(N)s1,2,9,3,10,1,-4,0,0,7
CC(=O)NCCCNS(=O)(=O)c1ccc(C)cc1,7,5,3,-6,1,-2,-3,1,1
Cn1cncc1COC(=O)c1ccc(Cl)cc1,1,4,7,-2,3,2,6,6,3
CN(CCOCCOc1ccc(Cl)cc1Br)Cc1ccccc1,0,2,-6,1,-6,-4,-1,3,-3
CCCCN1C(=O)C(O)(CC(=O)c2c(C)n[nH]c2C)c2cc(Br)ccc21 (centres undefined),1,-2,-7,3,-6,1,0,7,-1
COc1cc(C#N)ccc1OCC(=O)NCc1cccs1,0,4,2,-2,-1,-2,-1,2,-5
Cc1cc(C(=O)N/N=C/c2c[nH]c3ccccc23)c(C)o1,-1,4,6,10,-6,-2,1,6,3
CCCc1nnc(NC(=O)CCC(=O)NC2CCCC2)s1,3,7,-1,4,-1,1,5,4,-1
CC(C)(C)NC(=O)C1N(c2cccnc2)C(=O)C2C(C(=O)Nc3ccccc3)C3(C)C=CC21O3 (centres undefined),1,3,2,5,-4,-2,-5,2,-2
C=CCSc1nnnn1-c1ccc(OC)cc1,-2,4,2,6,3,1,1,-3,1
CCCC1(C(=O)O)NC(c2ccccc2O)C2C(=O)N(c3cccc(Cl)c3)C(=O)C21 (centres undefined),7,10,8,-2,-1,4,-1,8,0
CCNc1nc(N)nc(Oc2ccc(OCC)nn2)n1,0,-1,0,-2,3,-2,-1,-1,-3
CC(=O)c1cccc(NC(=O)N2CCCC2C(=O)NC2CCCC2)c1 (centres undefined),3,4,3,2,1,-3,0,2,-3
CC1(C)CC(=O)C(C=NCCN2CCN(C(=O)c3ccccc3)CC2)=C(O)C1,2,-2,3,0,5,2,3,3,-1
COc1ccc(NC(=O)CSc2nnc(-c3cccnc3)n2C)cc1,6,9,3,5,-2,1,9,7,2
CN(C(=S)NC(=O)/C=C/c1ccc(F)cc1)C1CCCCC1,9,3,-3,-2,7,-4,-3,1,-4
CC1(C)CC(=O)C=C(c2cccc(CO)c2)C1,-4,5,.,5,-2,4,10,1,-2
O=C(C[C@H]1C/C=C\CC[C@@H](Cc2ccc(F)cc2)C(=O)O[C@@H](c2ccccc2)CNC1=O)N[C@H](CO)Cc1ccccc1,18,0,.,5,4,.,.,17,-2
Cc1cc(C(=O)N/N=C/c2ccc(C)s2)n[nH]1,3,8,-2,1,-8,0,0,0,0
Cc1c(NC(=O)c2ccc(NS(=O)(=O)c3ccccc3)cc2)c(=O)n(-c2ccccc2)n1C,5,0,5,0,8,3,1,8,2
Cc1ccc(-c2nc(NCc3ccco3)c3ccccc3n2)cc1,-2,-6,-13,11,-15,-11,-16,-29,3
O=C(Nc1nccs1)c1cc(N2CCOCC2)nc2ccccc12,-2,2,-3,4,-9,-5,-11,-5,2
Cc1ccc(OCC(=O)N2CCN(S(=O)(=O)c3ccc(Cl)cc3)CC2)c([N+](=O)[O-])n1,9,4,4,2,-2,-2,1,-4,2
CC(C)(C)c1ccc(OCCNC(=S)Nc2ccccc2)cc1,13,6,-10,10,4,-5,-2,1,1
O=C(NC(=S)Nc1cccc([N+](=O)[O-])c1)C1CCCCC1,0,5,-3,1,1,1,8,5,-3
COC(=O)c1ccc(SCC(=O)NCc2ccccc2)c([N+](=O)[O-])c1,6,1,6,-1,-2,6,8,8,-2
CCOc1ccc(NC(=O)CN2C(=O)CSc3ccc(S(=O)(=O)N4CCCC4)cc32)cc1,2,4,-4,2,0,-1,6,3,0
COC(=O)c1sc(-c2ccc(Cl)cc2)cc1N,.,.,4,25,.,3,-1,11,1
CC1CC(C)CN(C(=O)c2cc(-c3ccccn3)nc3ccccc23)C1 (centres undefined),0,1,3,-13,-2,1,11,8,-4
O=C(Nc1ccccc1)C1CCCCC1,7,1,3,10,6,-5,6,4,1
Cc1ccc(NC(=O)c2cc(NC(=O)C3CC=CCC3C(=O)O)ccc2N2CCOCC2)cc1 (centres undefined),-6,7,11,-5,-2,-2,-7,0,-7
CCC(C(=O)OCC(=O)Nc1ccc(Cl)c(S(=O)(=O)N(C)C)c1)c1ccccc1 (centres undefined),-2,-7,65*,-4,6,-5,-8,2,-5
Cc1cc(N)c2ccccc2n1,4,2,1,1,4,3,1,5,-3
c1ccc(-c2noc(-c3ccc4c(c3)OCO4)n2)nc1,2,8,6,5,1,-1,4,1,-2
Cc1cc(N)n(-c2ccc([N+](=O)[O-])cc2)n1,0,5,-5,4,-3,2,1,5,1
Oc1ccccc1C1=Nc2ccccc2N=C(c2ccco2)C1,1,4,-3,3,9,2,2,7,-1
Cc1cccc(C)c1NC(=O)CN(C)CC(=O)c1c(N)n(Cc2ccccc2)c(=O)n(C)c1=O,2,4,.,2,2,0,-3,-2,-9
CCN(CC)S(=O)(=O)c1ccc(Cl)c(NC(=O)COC(=O)c2cccn2C)c1,6,3,0,17,31*,-1,-6,20,-8
CC1CC(NC(=O)/C=C/C(=O)O)CC(C)(C)C1 (centres undefined),24*,4,11,-8,7,-2,3,4,2
COC(=O)c1sccc1S(=O)(=O)Nc1ccc(C)cc1,-4,2,2,1,0,1,7,5,-5
CN(C)CCCNC(=S)N(Cc1cccs1)Cc1cc2cc3c(cc2[nH]c1=O)OCCO3,6,4,-12,13,13,-1,0,2,-3
NC(=S)C(c1ccccc1)c1ncc(C(F)(F)F)cc1Cl (centres undefined),-6,15,6,-1,1,0,-3,6,-6
O=C(c1ccco1)N1CCN(C(=O)c2nn3cccnc3c2Cl)CC1,0,4,-3,1,-11,-5,-1,6,1
CC1CC(C)CN(CCC(=O)Nc2cccc(Cl)c2)C1 (centres undefined),6,1,2,9,2,-2,7,0,0
O=C(Nc1ccccc1O)c1ccccc1O,4,5,-3,17,-7,-2,5,-9,-12
Cc1ccc(S(=O)(=O)N(CC(=O)Nc2ccccc2)C(=O)N2CCN(C)CC2)cc1,0,0,-1,6,-1,-1,-5,-3,-5
OC(CNCc1ccc2c(c1)OCO2)COc1ccc(F)cc1 (centres undefined),12,4,8,-23,5,3,5,8,-7
# (next part)
SMILES,PAFAH1B2 inh,PAFAH1B3 FP inh,GSTO1 counter,PREPL inhibitor,PAFAH2 inh,LYPLA1 counter,LYPLA2 inh,pPAFAH inh,PAD4 inh
Cc1nn(Cc2ccccc2)c(C)c1NC(=O)CCC(=O)O,3,6,3,6,-2,4,4,0,-5
COC(=O)c1c(C)[nH]c(C(=O)/C=C/c2ccc(Cl)cc2)c1C,-12,-29,-12,6,-34,-23,-36,-3,2
COc1ccc(CNC(=O)COC(=O)C2CC2C)cc1OC (centres undefined),3,5,7,-3,8,0,2,0,-4
Cc1cc(C)c2nc(SCC(=O)NNC(=O)c3ccco3)c(C)cc2c1,1,11,0,-10,6,-3,0,4,-4
Cc1[nH]c2ccccc2c1/C=C/C(=O)c1ccccc1,1,4,-1,15,-4,-6,4,16,-2
COc1cc(C(=O)N/N=C(\C)Cn2nc([N+](=O)[O-])cc2C)ccc1O,2,-3,1,-4,0,-1,3,2,3
CC(=O)Nc1cccc2c1C(=O)N(c1cccc(C)c1)C2=O,10,12,7,10,6,2,-4,0,2
CN(Cc1cccc(F)c1)CC(O)COCc1ccccc1Cl (centres undefined),1,5,6,-8,-2,0,5,-1,-7
O=[N+]([O-])c1cc(S(=O)(=O)Nc2ccc(Cl)cc2)ccc1N/N=C/c1ccncc1,1,4,6,14,2,-1,-3,-1,0
CC(C)CCNC(=O)C1CCCCN1S(=O)(=O)c1ccc(F)cc1 (centres undefined),0,15,5,15,3,3,5,-4,-6
Cc1cc(-c2cc(-c3ccccc3)on2)nc(NCC2CC2)n1,-5,-6,5,10,-4,-4,4,10,-4
COc1ccc(NS(=O)(=O)c2cccc3nsnc23)cc1OC,5,8,2,-10,-2,1,-4,-1,-4

# Brought forward from above: two compounds, then new ones.
SMILES,PAFAH1B2 inh,PAFAH1B3 FP inh,GSTO1 counter,PREPL inhibitor,PAFAH2 inh,LYPLA1 counter,LYPLA2 inh,pPAFAH inh,PAD4 inh
Cc1cc(-c2cc(-c3ccccc3)on2)nc(NCC2CC2)n1,-5,-6,5,10,-4,-4,4,10,-4
COc1ccc(NS(=O)(=O)c2cccc3nsnc23)cc1OC,5,8,2,-10,-2,1,-4,-1,-4
Cc1cc(=O)[nH]c(SCC(=O)/C=C2\N(C)c3ccccc3C2(C)C)n1,-10,-27,-6,-87,-17,-19,-37,-33,-81
COc1ccc2[nH]c(=O)c(-c3nnn(-c4ccc(Cl)c(Cl)c4)n3)cc2c1,.,.,6,-13,.,1,-2,7,-2
Cc1ccccc1-c1noc(C23CC4CC(CC(C4)C2)C3)n1,10,13,-4,1,7,-4,1,-1,2
COc1ccc(CCNC(=O)Cn2cnc3c(cnn3-c3ccccc3Cl)c2=O)cc1OC,3,6,2,11,-8,4,6,1,1
O=C(c1ccco1)N1CCN(C(=O)C2CCCO2)CC1 (centres undefined),-2,1,3,5,-6,2,3,5,0
O=C(O)CNC(=O)C12CC3CC(CC(Cl)(C3)C1)C2,33*,7,4,3,0,1,6,2,1
